JMJD2A Tudor: JMJD2A Tudor domain (human) inhibition. O75164. AlphaScreen JMJD2A-Tudor / H3K4me3 peptide binding. Potency, µM (top dose mostly 114 µM), for inactives: top-dose activity change, negative = inhibition, hits mostly inhibitors. 4.4% of 390,000 active; further: potency means the concentration at half of the fitted maximal effect; on the % scale 0 is the no-effect control and ±100 the full control effect; nearly all actives have a fitted effect of over 50% in size
Target sequence (O75164 whole entry, looked up, the tested form may be a part): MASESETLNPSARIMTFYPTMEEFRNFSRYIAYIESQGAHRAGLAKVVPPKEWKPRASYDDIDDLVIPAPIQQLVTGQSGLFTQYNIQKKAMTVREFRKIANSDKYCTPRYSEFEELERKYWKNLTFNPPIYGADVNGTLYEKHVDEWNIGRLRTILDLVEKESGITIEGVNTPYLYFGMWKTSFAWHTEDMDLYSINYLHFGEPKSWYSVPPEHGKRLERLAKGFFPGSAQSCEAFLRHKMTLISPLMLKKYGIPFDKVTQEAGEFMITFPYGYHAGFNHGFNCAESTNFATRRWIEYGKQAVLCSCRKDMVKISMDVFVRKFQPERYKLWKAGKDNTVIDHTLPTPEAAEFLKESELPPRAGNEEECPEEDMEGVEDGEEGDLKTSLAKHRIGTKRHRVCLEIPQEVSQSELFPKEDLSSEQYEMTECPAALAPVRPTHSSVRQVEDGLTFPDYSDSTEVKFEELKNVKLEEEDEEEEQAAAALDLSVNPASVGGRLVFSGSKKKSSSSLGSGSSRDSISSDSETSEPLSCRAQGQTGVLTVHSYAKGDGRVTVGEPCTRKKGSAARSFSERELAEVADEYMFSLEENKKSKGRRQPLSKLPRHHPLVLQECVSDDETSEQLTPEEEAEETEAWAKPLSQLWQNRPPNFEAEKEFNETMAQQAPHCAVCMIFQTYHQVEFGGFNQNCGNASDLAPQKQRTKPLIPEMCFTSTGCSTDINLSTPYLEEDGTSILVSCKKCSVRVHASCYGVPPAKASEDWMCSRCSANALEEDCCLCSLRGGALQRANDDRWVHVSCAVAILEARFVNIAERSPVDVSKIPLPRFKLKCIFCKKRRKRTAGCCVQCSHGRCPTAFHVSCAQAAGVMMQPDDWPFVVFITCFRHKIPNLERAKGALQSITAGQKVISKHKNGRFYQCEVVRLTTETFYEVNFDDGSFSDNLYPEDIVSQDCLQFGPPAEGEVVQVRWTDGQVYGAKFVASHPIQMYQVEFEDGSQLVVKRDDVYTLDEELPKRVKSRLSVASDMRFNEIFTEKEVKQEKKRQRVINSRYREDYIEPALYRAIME
HP1b chromo inh: inhibitors of HP1-beta chromodomain binding to methylated histone tails. P83916. AlphaScreen HP1-beta / biotin-H3K9me3 peptide binding. AID 540317. Potency, µM (top dose mostly 114 µM), inactives show at the highest dose activity change, negative = inhibition, actives largely listed as inhibitors. 0.56% of 390,000 active; further: potency means the concentration at half of the fitted maximal effect; nearly all actives have a fitted effect of over 70% in size; inactives centre near 23
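Compound inhibition of the preformed complex between 50 nM HP1-beta and 50 nM biotinylated H3K9me3 peptide was read by AlphaScreen. Buffer was PBS pH 7.4 with 0.01% Tween-20. Incubations ran 30 min at room temperature, with 10 ug/mL donor/acceptor beads.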
BAZ2B inh: blocks human BAZ2B; 4.4% of 360,000 active; AlphaScreen BAZ2B-H3K14Ac peptide displacement; Potency, µM (series often up to 114 µM), without a hit: at the highest dose activity change, negative = inhibition, usual class: inhibitors; Q9UIF8; further: potency means the concentration at half of the fitted maximal effect; on the % scale 0 is the no-effect control and ±100 the full control effect; nearly all actives have a fitted effect of over 60% in size
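Protein-peptide AlphaScreen: BAZ2B 50 nM, b-H3K14Ac 50 nM, 1x PBS pH 7.4 + 0.01% Tween-20. Preincubation 30 min RT; cpd 30 min RT (top 110 uM); beads 20 min RT, light-protected.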
G9a block: blocks human histone lysine methyltransferase G9a; Q96KQ7; G9a H3K9 monomethylation, AlphaScreen, 2 h; Potency, µM (doses to about 102 µM), for inactives: at the highest dose activity, negative = inhibition, hits mostly inhibitors; 8.8% of 350,000 active; AID 504332; further: potency means the concentration at half of the fitted maximal effect; on the % scale 0 is the no-effect control and ±100 the full control effect; nearly all actives have a fitted effect of over 75% in size
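Enzyme 20 nM + cpd, 15 min RT; add b-H3K9 pep 500 nM / SAM 20 uM; 2 h RT; anti-H3K9me1 Ab 0.5 ug/mL + SA donor / anti-rabbit acceptor beads 20 ug/mL each, 10 min; AlphaScreen read.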
RGS4 inh: human RGS4 inhibition | P49798 | AID 504845 | Potency, µM (titrated, usually from 114 µM), for inactives: top-dose activity change, negative = inhibition, hits mostly inhibitors | Transcreener GDP fluorescence polarization, RGS4-accelerated GTP hydrolysis | 0.039% of 390,000 active; further: potency means the concentration at half of the fitted maximal effect; on the % scale 0 is the no-effect control and ±100 the full control effect; nearly all actives have a fitted effect of over 75% in size; some results filed as inactive show a strong effect at the top dose
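MLSMR compounds (23 nl, pin-transferred) preincubated 10 min at room temperature with a 500nM (2x) first reagent, then RGS4 at 900nM (2x) plus Transcreener GDP mix added; fluorescence polarization (620/688 nm) read before and after 90 min at 30 °C.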
ERG-DNA inh: inhibitors of human ERG Ets domain-DNA interaction; P11308; fluorescence polarization, His-ERG Ets domain / labelled DNA; Potency, µM (highest dose often 76.9 µM), for the others: at the top dose FP activity, negative = inhibition, most hits filed as inhibitors; 0.028% of 370,000 active; AID 624246; active means well fitted inhibition curve with a large enough effect in the polarisation, with a control signal flat; inconclusive means small, poorly fitted or top-dose-only effect, or effect the other way, or a change in a side signal; inactive means no such curve, though single readings can be large or run the other way; the % refers to the polarisation;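 further: polarization taken with two DNA probes labelled with fluorescein and Texas red; potency means the concentration at half of the fitted maximal effect; % of control where 0% means no effect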
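His-tagged ERG Ets domain (1 uM in the protein solution; 300mM KCl, 50mM Tris-HCl, 1mM EDTA, 1mM DTT, pH 7.5) received compound, then a probe mix of 5 nM fluorescein-DNA and 100nM Texas-615-DNA. Fluorescence polarization was read for both dyes.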
12-LOX inh: inhibitors of human 12S-lipoxygenase ALOX12. P18054. purified 12hLO, xylenol orange hydroperoxide absorbance. Potency, µM (top dose mostly 108 µM), for inactives: at the top dose activity change, negative = inhibition, hits mostly inhibitors. 1.1% of 580,000 active. AID 1671190; further: potency means the concentration at half of the fitted maximal effect; on the % scale 0 is the no-effect control and ±100 the full control effect
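Purified human 12hLO at 150 nM in 25 mM Hepes, 0.01% Triton X-100, pH 7.0, preincubated 15 min at room temperature with compound. Reaction started with 40 uM arachidonic acid, 30 min at room temperature. Hydroperoxide measured by Fe-xylenol orange, 573/405 nm absorbance ratio.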
PI4K2A inh: PI4K2A (human) kinase inhibition; Q9BTU6; purified PI4K2A, ADP-Glo luminescence, 1 h; stronger effect = lower value; activity change, negative = inhibition, % at 76.9 µM; 0.13% of 420,000 active; AID 1346378; in the data active means activity change below about -50%; inconclusive means mostly about -30% to -49%;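 further: -100% = wells without enzyme as full effect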
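In this quantitative HTS, ADP production by PI4K2A was quantified luminescently after 1 h at ambient temperature; 100 microM adenosine served as plate-quality control.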
GLS inhibitor: inhibitors of human glutaminase (GLS); O94925; GLS enzymatic activity, qHTS titration; Potency, µM (titrated, usually from 45.5 µM), for inactives: at the top dose activity change, negative = inhibition, hits mostly inhibitors; 0.21% of 410,000 active; AID 624170; further: potency means the concentration at half of the fitted maximal effect; on the % scale 0 is the no-effect control and ±100 the full control effect
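Compounds were pin-transferred onto hKGA, after which L-glutamine (1 mM solution) and a detection mix of glutamate oxidase, HRP and Amplex Red were added. Initial and 30 min RT fluorescence reads were collected.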
Numbers without * were called inactive; & = joins results of further samples; [ ] = dose if it differs, or a comment. Unless noted, the call rests on the fitted dose curve; in most records, active means well fitted curve in the direction sought with a large enough effect; inconclusive means small, poorly fitted or top-dose-only effect, or another doubt; inactive means no such curve, though single readings can be large; an effect the other way counts as inactive or inconclusive. The list is partial. The share of hits here may be higher or lower than overall.

Results for CCc1ccc(NC(=O)c2cnn(-c3ccccc3)c2C)cc1 ?
JMJD2A Tudor: -19%; HP1b chromo inh: 14%; BAZ2B inh: 4%; G9a block: 10%[59 µM]; RGS4 inh: -6%; ERG-DNA inh: -7%; 12-LOX inh: -9%; PI4K2A inh: -5; GLS inhibitor: -13%

How did CN(CC(=O)Nc1ccccc1Cl)C(=O)COC(=O)CSc1ccc(Cl)cc1 do in these assays?
JMJD2A Tudor: -17%; HP1b chromo inh: 36%[activator]; BAZ2B inh: -4%; G9a block: -14%[59 µM]; RGS4 inh: 12%; ERG-DNA inh: 16%; 12-LOX inh: inactive; PI4K2A inh: -1; GLS inhibitor: 0%

How did O=C(NC(Cc1ccccc1)C(=O)O)/C(=C/c1cccc(Br)c1)NC(=O)c1ccco1 (stereo unspecified) do in these assays?
JMJD2A Tudor: 9%; HP1b chromo inh: 24%[57 µM]; BAZ2B inh: -2%; G9a block: inconclusive; RGS4 inh: -44%; ERG-DNA inh: 1%; 12-LOX inh: 4%; PI4K2A inh: -3; GLS inhibitor: 1%

How did CSc1nnc(-c2ccc(NC(N)=S)cc2)o1 do in these assays?
JMJD2A Tudor: -18%; HP1b chromo inh: 30%; BAZ2B inh: -15%; G9a block: 3%; RGS4 inh: -2%; ERG-DNA inh: -9%; 12-LOX inh: 0%; PI4K2A inh: 2; GLS inhibitor: -7%

How did O=C(CSCc1ccccc1)NNC(=S)Nc1cccc(Cl)c1Cl do in these assays?
JMJD2A Tudor: -21%; HP1b chromo inh: 8%; BAZ2B inh: -4%; G9a block: 11%[59 µM]; RGS4 inh: inconclusive; ERG-DNA inh: -1%; 12-LOX inh: 5%; PI4K2A inh: 1; GLS inhibitor: 7%

Results for CS(=O)(=O)N(CC(=O)Nc1ccccc1C(=O)N1CCOCC1)c1ccc2c(c1)OCO2 ?
JMJD2A Tudor: -11%; HP1b chromo inh: -12%; BAZ2B inh: -2%; G9a block: -29%[12.7 µM]; RGS4 inh: 10%; ERG-DNA inh: -10%; 12-LOX inh: 9%; PI4K2A inh: -4; GLS inhibitor: -3%

What do the screens show for `O=C(c1cc2ccccc2oc1=O)N(Cc1cccs1)Cc1cccs1`?
JMJD2A Tudor: 28µM*; HP1b chromo inh: -16%; BAZ2B inh: 4%; G9a block: 5%[59 µM]; RGS4 inh: -58%[56.9 µM]; ERG-DNA inh: -2%; 12-LOX inh: 0%&-26%; PI4K2A inh: -8; GLS inhibitor: -9%

Results for O=C(NCc1ccco1)c1csc2c1CCCC2 ?
JMJD2A Tudor: -21%[11.4 µM]; HP1b chromo inh: 7%; BAZ2B inh: inconclusive; G9a block: 33%[12.7 µM]; RGS4 inh: -15%; ERG-DNA inh: 13%; 12-LOX inh: 2%; PI4K2A inh: -2; GLS inhibitor: 9%

Results for CC(=O)Nc1ccc(C(=O)Nc2ccncc2)cc1 ?
JMJD2A Tudor: -2%; HP1b chromo inh: 29%; BAZ2B inh: 8%; G9a block: 14%; RGS4 inh: 3%; ERG-DNA inh: 1%; 12-LOX inh: -16%; PI4K2A inh: 0; GLS inhibitor: 2%

What do the screens show for `COc1ccc(C)cc1NC(=O)c1cc2c(CO)cnc(C)c2oc1=N`?
JMJD2A Tudor: -13%; HP1b chromo inh: 38%[activator]; BAZ2B inh: 2%; G9a block: 19%; RGS4 inh: 2%; ERG-DNA inh: -11%; 12-LOX inh: 23%; PI4K2A inh: -2; GLS inhibitor: 1%

What do the screens show for `CCOC(=O)c1nn(-c2ccccc2)c2nnc(Cc3ccc(Cl)cc3)c(=O)n12`?
JMJD2A Tudor: 9%; HP1b chromo inh: 38%; BAZ2B inh: -1%; G9a block: 17%; RGS4 inh: -10%; ERG-DNA inh: 2%; 12-LOX inh: -21%; PI4K2A inh: 3; GLS inhibitor: -10%

How did CC1Cc2cc(S(=O)(=O)CCC(=O)NC3CCCCC3)ccc2N1C(=O)C1CC1 (stereo unspecified) do in these assays?
JMJD2A Tudor: 3%; HP1b chromo inh: 49%[activator]; BAZ2B inh: -3%; G9a block: 26%; RGS4 inh: -3%; ERG-DNA inh: -5%; 12-LOX inh: 20%; PI4K2A inh: 3; GLS inhibitor: 5%

Results for O=C(Cn1c(=O)oc2ccccc21)N1CCN(c2ccccc2)CC1 ?
JMJD2A Tudor: -5%; HP1b chromo inh: 4%; BAZ2B inh: 2%; G9a block: 23%[12.7 µM]; RGS4 inh: 15%; ERG-DNA inh: -3%; 12-LOX inh: 0%; PI4K2A inh: -1; GLS inhibitor: 23%

How did CC(CC(=O)Nc1cccc(F)c1)S(=O)(=O)c1ccc2c(c1)NC(=O)CO2 (stereo unspecified) do in these assays?
JMJD2A Tudor: 5%; HP1b chromo inh: 28%; BAZ2B inh: 1%; G9a block: 20%[59 µM]; RGS4 inh: 4%; ERG-DNA inh: -5%; 12-LOX inh: 9%; PI4K2A inh: -1; GLS inhibitor: 7%

How did Cc1ccc(C2CC(c3cccc(Br)c3)Nc3nnnn32)cc1 (stereo unspecified) do in these assays?
JMJD2A Tudor: -25%; HP1b chromo inh: 15%; BAZ2B inh: -29%; G9a block: -31%[59 µM]; RGS4 inh: -11%; ERG-DNA inh: -1%; 12-LOX inh: 0%; PI4K2A inh: 9; GLS inhibitor: -12%

How did CCOC(=O)CSc1nnnn1-c1cccc2ccccc12 do in these assays?
JMJD2A Tudor: 12%; HP1b chromo inh: 75%[activator]; BAZ2B inh: 13%; G9a block: 10µM*; RGS4 inh: -37%; ERG-DNA inh: -1%; 12-LOX inh: -7%; PI4K2A inh: 7; GLS inhibitor: 5%

How did CC(=O)c1c[nH]c(C(=O)Nc2ccc(N3CCCCCC3)cc2)c1 do in these assays?
JMJD2A Tudor: 35µM*; HP1b chromo inh: inconclusive; BAZ2B inh: 35µM*; G9a block: -12%[2.33 µM]; RGS4 inh: -26%; 12-LOX inh: 2%; PI4K2A inh: -1; GLS inhibitor: 31%[activator]

What do the screens show for `Cc1ccc(/C(N)=N/OC(=O)c2cc(-c3ccccc3)nc3ccccc23)cc1`?
JMJD2A Tudor: -1%; HP1b chromo inh: 41%[activator]; BAZ2B inh: 2%; G9a block: 4%[59 µM]; RGS4 inh: -12%; ERG-DNA inh: 0%; 12-LOX inh: 0%; PI4K2A inh: 3; GLS inhibitor: -2%

What do the screens show for `CCn1c(SCC(=O)Nc2nc(C)cs2)nnc1-c1cccnc1`?
JMJD2A Tudor: -6%; HP1b chromo inh: 25%; BAZ2B inh: 8%; G9a block: 13%[59 µM]; RGS4 inh: 13%; ERG-DNA inh: 1%; 12-LOX inh: -16%; PI4K2A inh: 3; GLS inhibitor: -5%

What do the screens show for `Cn1nc(CC(=O)NC2CCCCC2)c2ccccc2c1=O`?
JMJD2A Tudor: 6%; HP1b chromo inh: 25%; BAZ2B inh: 47%[activator]; G9a block: -18%[59 µM]; RGS4 inh: 24%; ERG-DNA inh: 0%; 12-LOX inh: 2%; PI4K2A inh: 6; GLS inhibitor: -4%

How did COc1nccnc1NS(=O)(=O)c1ccc(N=Cc2c(C)[nH]n(-c3ccc(C)c(C)c3)c2=O)cc1 do in these assays?
JMJD2A Tudor: inconclusive; HP1b chromo inh: -13%; BAZ2B inh: inconclusive; G9a block: 45µM*; RGS4 inh: -3%; 12-LOX inh: 18%; PI4K2A inh: -20; GLS inhibitor: 8%

Results for COc1ccc(-n2ccn3c(CC(C)(C)CC(=O)O)nnc3c2=O)cc1 ?
JMJD2A Tudor: -13%; HP1b chromo inh: 24%; BAZ2B inh: -3%; G9a block: -31%[59 µM]; RGS4 inh: 14%; ERG-DNA inh: -5%; 12-LOX inh: -14%; PI4K2A inh: 6; GLS inhibitor: 0%

Results for CCOc1ccccc1NC(=O)[C@@H](NC(=O)c1ccccc1F)C(C)C ?
JMJD2A Tudor: 1%; HP1b chromo inh: 3%; BAZ2B inh: -4%; G9a block: -29%; RGS4 inh: -7%; ERG-DNA inh: 2%; 12-LOX inh: -5%; PI4K2A inh: 0; GLS inhibitor: -9%

How did CCCCCCN1CC(O)=C(c2ccccc2)C1=N do in these assays?
JMJD2A Tudor: -7%; HP1b chromo inh: 15%; BAZ2B inh: -4%; G9a block: 8%[59 µM]; RGS4 inh: 9%; ERG-DNA inh: 0%; 12-LOX inh: inconclusive; PI4K2A inh: -6; GLS inhibitor: 8%

Results for CC(CNC(=O)CCc1ccccc1)NC(=O)CCc1ccccc1 (stereo unspecified) ?
JMJD2A Tudor: 1%; HP1b chromo inh: 31%; RGS4 inh: 5%; ERG-DNA inh: -7%; 12-LOX inh: inconclusive; PI4K2A inh: 2; GLS inhibitor: 2%

How did Cc1ccc(-c2ccc(S(=O)(=O)N3CCN(C)CC3)cc2)cc1 do in these assays?
JMJD2A Tudor: -6%; HP1b chromo inh: 28%; BAZ2B inh: 61%[activator]; G9a block: -21%; RGS4 inh: 13%; ERG-DNA inh: -3%; 12-LOX inh: 0%; PI4K2A inh: 0; GLS inhibitor: -3%

Results for O=C(c1cc(-c2cccs2)nc2ccccc12)N1CCN(CCO)CC1 ?
JMJD2A Tudor: -15%; HP1b chromo inh: 7%; BAZ2B inh: 10%; G9a block: 0%; RGS4 inh: -3%; ERG-DNA inh: 4%; 12-LOX inh: -2%&123%; PI4K2A inh: 1; GLS inhibitor: 4%

Bioassay records (PubChem)
